IMPase Li inh: IMPase inhibition in cells with lithium potentiation | CHO-M1 cells, IP1 TR-FRET (IP-One), carbachol + lithium | Potency, µM (titrated, usually from 59.4 µM), for inactives: at the highest dose activity, negative = IMPase inhibition, most hits filed as inhibitors | 210,000 tested, 0.35% active | AID 1457;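 note: IP1 builds up when IMPase is blocked and the TR-FRET signal falls; potency is the fitted concentration of half-maximal effect; plate controls were basal vehicle for no effect and high inhibitor control for full effect; nearly all actives have a fitted effect of over 50% in size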
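Lithium-sensitised IP1 accumulation assay; M1-expressing CHO cells treated 30 min at 37C with compound. Competitive antibody detection by time-resolved FRET followed a 10 min room-temperature lysis step.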
CBFb-RUNX1 inh: CBF-beta/RUNX1 interaction disruption; Q01196+Q13951; 230,000 tested, under 10 active; Potency, µM (highest dose often 59.8 µM), for the others: at the highest dose activity, negative = inhibition, hits mostly inhibitors; AlphaScreen CBFb-His/RUNX1-biotin binding, biochemical; note: % of control where 0% means no effect
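CBF-beta (His) and RUNX1 (biotin), 30 nM each; 20 min preassociation; + compound, 15 min; + beads 50 ng each (Ni, streptavidin), 90 min; RT; AlphaScreen read.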
GLA spleen mod: inhibits or activates alpha-galactosidase in human spleen homogenate; AID 2107; human spleen homogenate, 4MU-alpha-Gal fluorescence, 40 min; 240,000 tested, 0.008% active; Potency, µM (doses to about 80 µM), inactives show at the top dose activity change, negative = inhibition, actives largely listed as inhibitors; P06280;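 note: potency is the fitted concentration of half-maximal effect; 0% = enzyme with vehicle and -100% = no enzyme basal signal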
Target sequence (P06280 32-429 limits assumed): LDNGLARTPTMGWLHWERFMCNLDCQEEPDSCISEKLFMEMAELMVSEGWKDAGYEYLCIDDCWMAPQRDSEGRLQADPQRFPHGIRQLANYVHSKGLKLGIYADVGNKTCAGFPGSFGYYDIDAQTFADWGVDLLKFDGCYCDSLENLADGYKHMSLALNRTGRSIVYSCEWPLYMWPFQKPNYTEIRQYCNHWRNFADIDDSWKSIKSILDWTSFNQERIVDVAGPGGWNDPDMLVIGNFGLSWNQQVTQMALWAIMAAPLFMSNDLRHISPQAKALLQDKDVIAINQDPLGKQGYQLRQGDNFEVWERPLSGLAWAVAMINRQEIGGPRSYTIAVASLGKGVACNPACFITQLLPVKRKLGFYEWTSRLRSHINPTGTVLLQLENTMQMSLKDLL
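Human spleen homogenate (1 ug) was the enzyme source, with 4-methylumbelliferyl-alpha-D-galactopyranoside (1 mM final) in pH 5.0 citrate buffer with 0.01% Tween-20. Compounds were titrated; after 40 min at 37C, NaOH/glycine stop, 4-MU fluorescence read; AC50 from Hill fits.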
KinaseGlo FLuc: Kinase-Glo luciferase inhibition (counter-screen) | Q27757 | Kinase-Glo luciferase, ATP luminescence, 8 min | Potency, µM (highest dose often 38.3 µM), inactives show at the highest dose activity change, negative = inhibition, usual class: inhibitors | 200,000 tested, 0.28% active; note: potency is the fitted concentration of half-maximal effect; % is set by controls: 0 for no effect and ±100 for the full control effect; nearly all actives have a fitted effect of over 60% in size
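Inhibition of Kinase-Glo luciferase light generation was assessed at 10 uM ATP in pH 7.2 imidazole buffer, with luminescence measured after eight minutes at ambient temperature.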
Lamin A splicing: LMNA splicing modulation; HeLa LMNA splicing GFP/RFP minigene ratio, 48 h; Potency, µM (top dose mostly 46.1 µM), for the others: top-dose ratio change, negative = inhibition, actives largely listed as inhibitors; 200,000 tested, 0.01% active; AID 1487; active = well fitted inhibition curve with a large enough effect in the signal ratio, with a control signal flat, not every such curve was filed as active; inconclusive = small, poorly fitted or top-dose-only effect, or effect the other way, or a change in a side signal; the % refers to the signal ratio; note: potency is the fitted concentration of half-maximal effect; % is set by controls: 0 for no effect and ±100 for the full control effect
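S3 HeLa stable clones carrying a lamin A-EGFP splicing minigene plus DsRed2 were seeded at 600 cells/well in Opti-MEM with 2% FBS, pin-dosed and incubated 48 h at 37°C. Acumen cytometry (488 nm) gave the GFP/RFP total-intensity ratio.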
Epigenetic reg: epigenetic control regulation, reporter derepression | murine LDR cells, GFP reporter derepression, 30 h | Potency, µM (top dose mostly 53.9 µM), for the others: at the top dose GFP activation, actives largely listed as activators | 280,000 tested, 0.2% active | AID 1865; note: potency is the fitted concentration of half-maximal effect; % of control where 0% means no effect; nearly all actives have a fitted effect of over 60% in size
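Readout is the number of GFP-expressing murine LDR cells, counted by cytometry following washing. Cells were treated with compound for 30 h at 37 C; the stably integrated CMV-GFP locus is normally silent.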
NPSR antag: antagonists of human neuropeptide S receptor cAMP signaling. Q6W5P4. CHO-NPSR cells, cAMP TR-FRET, antagonist mode. Potency, µM (titrated, usually from 38.3 µM), without a hit: at the top dose activity change, negative = inhibition, usual class: inhibitors. 220,000 tested, 1% active; note: potency is the fitted concentration of half-maximal effect; % is set by controls: 0 for no effect and ±100 for the full control effect; nearly all actives have a fitted effect of over 50% in size; many of its hits are not listed in these tables
Target sequence (Q6W5P4 whole entry, looked up): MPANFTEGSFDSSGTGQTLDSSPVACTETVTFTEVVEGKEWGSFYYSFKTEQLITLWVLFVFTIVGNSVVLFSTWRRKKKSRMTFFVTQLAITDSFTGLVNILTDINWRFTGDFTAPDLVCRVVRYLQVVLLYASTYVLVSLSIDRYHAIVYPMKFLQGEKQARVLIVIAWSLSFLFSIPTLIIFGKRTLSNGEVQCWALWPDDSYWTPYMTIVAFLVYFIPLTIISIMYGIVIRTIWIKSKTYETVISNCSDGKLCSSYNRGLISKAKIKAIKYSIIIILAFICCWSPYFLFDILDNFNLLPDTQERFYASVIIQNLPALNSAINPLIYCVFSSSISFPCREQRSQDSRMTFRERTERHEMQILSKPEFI
Starred values were filed as active, the others as inactive; ? = inconclusive; / = no result given; & = joins results of further samples; [ ] = another dose, or the depositor's remark. Unless noted, calls come from the whole dose curve; as a rule, active = well fitted curve in the direction sought with a large enough effect; inconclusive = small, poorly fitted or top-dose-only effect, or another doubt; inactive = no such curve, though single readings can be large; an effect the other way counts as inactive or inconclusive. These rows are one share of the data (hit frequency here may not be typical).

SMILES | IMPase Li inh | CBFb-RUNX1 inh | GLA spleen mod | KinaseGlo FLuc | Lamin A splicing | Epigenetic reg | NPSR antag
CS(=O)(=O)N1CCC(Oc2ccccc2C(=O)NCCCc2cccnc2)CC1 | 5% | 3% | -7% | -1% | 19%[46 µM] | -1.4% | 18%
Cc1ccc(C)c(N2CCN(C(=O)COc3cc(=O)n(C)c4ccccc34)CC2)c1 | -6%[38.3 µM] | -2% | 2% | -7% | ? | 0.0% | -22%[46.1 µM]
N#Cc1c(-c2ccc3c(c2)OCO3)csc1N | 19%[38.3 µM] | -11% | 12% | 0% | 3% | 0.0% | -9%[46.1 µM]
O=C(COC(=O)Cn1cnc2ccccc2c1=O)Nc1ccccc1Sc1ccc(Cl)cc1 | 2% | 0% | -6% | 2% | ? | 1.0% | 9%
CN(C)c1ccc(C2N(c3ccc(Cl)cc3)C(=O)C3CCCN32)cc1 (configuration not stated) | 15%[38.3 µM] | -1% | -5% | -1% | 0% | 1.0% | 2%[46.1 µM]
Nc1cc(F)ccc1N1CCCCCC1 | 17% | 0% | 0% | 2% | / | 0.0% | -3%
NCC1O[C@@H](OC2C(N)CC(N)C(O)C2O[C@@H]2OC(CO)C(O)C2O)C(N)C(O)C1O (some centres not stated) | 104%[activator] | 18% | 2% | -1% | / | 0.8% | /
CCO[C@H]1OC(C(=O)O)=C[C@@H](C2CC2)[C@@H]1CCCO | -6% | -2% | 2% | / | / | -1.4% | -19%
Cc1ccccc1C(=O)NC1CC2CCC(C1)N2Cc1ccccc1 (configuration not stated) | 20% | 5% | -2% | 0% | ? | 0.0% | -6%
O=C(O)c1cc(=O)cc(C(=O)O)[nH]1 | 13%[38.3 µM] | 5%&26% | -2%&6% | 2%&-2% | 10%&-12% | 0.0%&0.0% | 9%&-13%[46.1 µM]
Cc1ccc(C(=O)NCCN2C3=NC[C@@H](Cc4ccccc4)N3C[C@H]2Cc2ccc(O)cc2)cc1Br | 18% | 3% | -4% | / | / | -1.4% | 30%
CCOC(=O)c1sc(NC(=O)Cn2nnc3sc4c(c3c2=O)CCC(C(C)(C)C)C4)nc1C (configuration not stated) | 7% | 6% | 3% | -7% | 0% | 0.0% | 1%
Cc1cccc(-n2nnnc2SCC(=O)Nc2cccc(S(N)(=O)=O)c2)c1 | / | 5% | -2% | / | -2%[46 µM] | -1.2% | -5%
CCCCCCCC1=CC2=C(Cl)C(=O)C(C)(OC(C)=O)C(=O)C2=CO1 (configuration not stated) | 9% | -12% | 2% | -1% | / | -1.1% | /
COc1cc2oc3ccccc3c2cc1N(CC(=O)N(C)C)S(=O)(=O)c1ccccc1 | 6%[38.3 µM] | 0% | -5% | 1% | 23% | -0.7% | 1%[46.1 µM]
O=C(CSc1ncccc1C(=O)O)c1ccccc1F | 2% | -7% | 7% | -5% | 10%[46 µM] | -0.1% | 8%
CC(=NCC1CCNCC1)C1=C(O)CC(C)(C)CC1=O | 22%[38.3 µM] | 3% | -1% | -3% | 9% | 0.0% | 7%[46.1 µM]
O=C(N/N=C/c1cc(Br)c(O)c(Br)c1)c1cccc(C(F)(F)F)c1 | -19% | -6% | 12% | 4% | ? | -1.0% | -25%
COc1ccc(-c2nnc(SC(C)C(=O)Nc3cccc(Cl)c3)o2)cc1 (configuration not stated) | 20%[38.3 µM] | 6% | 8% | -5% | 5% | 1.6% | -18%[46.1 µM]
CCOC(=O)CSc1nnc(CNC(=O)c2ccc(OC)cc2)n1-c1ccc(OC)cc1 | 16%[38.3 µM] | -1% | 7% | -6% | 2% | -1.1% | -10%[46.1 µM]
O=C(NNC1=Nc2ccccc2SC1)c1ccc(Cl)cc1 | / | -2% | -1% | / | / | 4.1% | -12%
C=CCC(=O)NC(C)c1cnn(-c2ccccc2C)c1C (configuration not stated) | 2% | 4% | -5% | -3% | 23%[46 µM] | 0.0% | 3%
Cc1cc(C)n(-c2nc3ccccc3c(=O)n2OCCOc2ccccc2)n1 | 6% | -6% | -7% | 1% | -13% | 5.0% | -18%[46.1 µM]
CCCc1nnc(NC(=O)CC(=O)OCC)s1 | / | 3% | 1% | / | -3% | 1.1% | 2%[46.1 µM]
O=C(NC(=S)Nc1ccc(Br)cn1)c1cccnc1 | / | 6% | -1% | / | / | -1.4% | 0%[7.67 µM]
O=C(Cn1cc(SCc2cccc(Cl)c2)c2ccccc21)N1CCOCC1 | 4% | 16% | -11% | -30% | -19% | 8.3%&0.0% | 7%
Cn1cc2cc(NC(N)=S)ccc2n1 | 18% | -17% | 0% | 1% | / | -1.1% | 18%
O=C(Nc1ccc(Oc2cccnc2)cc1)c1cccc([N+](=O)[O-])c1 | 3% | -8% | -7% | 1% | ? | 1.0% | -12%
COc1ccc(/C=N/c2oc(C)c(C)c2C#N)c(OC)c1 | 0% | 0% | -5% | 1% | 7%[46 µM] | -0.6% | 5%
Cc1cc(C(=O)COc2cc(F)ccc2[N+](=O)[O-])c(C)n1C1CC1 | 0% | -2% | 9% | -1% | ? | -0.5% | -15%
Cn1cnnc1SCC(=O)Nc1ccccc1 | -1% | 7% | -8% | 0% | -3% | 0.0% | 0%[46.1 µM]
CCC(C)NC(=O)CSc1ccc(Cl)cc1 (configuration not stated) | -3% | 9% | -19% | 0% | 0% | -2.0% | -1%[46.1 µM]
CCC(C(=O)OCC(=O)Nc1cc(Cl)ccc1Cl)c1ccccc1 (configuration not stated) | 23% | -2% | 13% | 0% | 1% | 0.0% | -11%[46.1 µM]
C=CCn1c(C(C)(C)C)nc2ccccc21 | 4% | 0% | 3% | -3% | 3%[46 µM] | 1.3% | 11%
CCc1cc(=O)oc2cc3oc(C)c(C)c3cc12 | 1%[38.3 µM] | 6% | 13% | -1% | 3% | -1.9% | -1%[46.1 µM]
O=C(CNS(=O)(=O)c1ccccc1)N1CCCC1 | -10% | 12% | -4% | 2% | / | -6.5% | 16%
CCN(CC)S(=O)(=O)c1ccc(C(=O)NC(=S)N(CCC#N)Cc2cccnc2)cc1 | -13% | 5% | 6% | 0% | -6%[46 µM] | 3.2% | -4%
CCOc1ccc(-c2nnc(-c3ccco3)o2)cc1OCC | -6%[38.3 µM] | -1% | 8% | -2% | ? | 1.0% | -17%[46.1 µM]
O=C(CSc1nnnn1Cc1ccccc1)NCC(=O)c1ccccc1 | -7%[38.3 µM] | 13% | 7% | 3% | 9% | 0.9% | -1%[46.1 µM]
CCn1c(COc2cccc(OC)c2)nnc1SCC(=O)Nc1cc(OC)ccc1OC | 12%[38.3 µM] | -8% | -24% | 1% | ? | -1.6% | -11%[46.1 µM]
CCC(Sc1ncccc1C(=O)O)C(=O)N1CCOCC1 (configuration not stated) | -5%[38.3 µM] | 1% | 6% | -1% | ? | -0.7% | 1%[46.1 µM]
CCOC(=O)C1=C(C)Nc2ccccc2N=C1NC(=O)/C=C/c1ccc(OC)cc1OC | 10% | -6% | -14% | 5% | -2%[46 µM] | -0.3% | -27%
CCN(CC)CCNC(=O)c1ccc(Cl)c(S(=O)(=O)Nc2ccccc2OC)c1 | 10%[38.3 µM] | 2% | -1% | -2% | -1% | 2.4% | -13%[46.1 µM]
CCN(CC)c1ccc(/C=N/NS(=O)(=O)c2ccc(CNC(C)=O)cc2)cc1 | 8% | -3% | 6% | 4% | -4% | -0.1% | -3%
CC(=O)Nc1cc(C(=O)OCC(=O)c2ccccc2)ccc1C | 1% | 0% | -8% | -3% | -6% | -2.0% | 3%
O=C(NC(=S)Nc1ccc(S(=O)(=O)N2CCOCC2)cc1)c1ccccc1[N+](=O)[O-] | -1% | 3% | 0% | 3% | / | -3.4% | 11%
CC(=O)Nc1ccc(S(=O)(=O)Nc2nc(CN3CCOCC3)nc3sc4c(c23)CCCC4)cc1 | 6%[38.3 µM] | 2% | 5% | -5% | -8% | 0.9% | -20%[46.1 µM]
CCCOc1ncnc2c1[nH]c1ccccc12 | 19%[38.3 µM] | 5% | 3% | -4% | ? | -1.1% | -11%[46.1 µM]
CCn1cc(C(=O)N[C@H](C)c2ccccc2)c(=O)c2cc(F)c(N3CCN(C)CC3)cc21 | 30%[activator][38.3 µM] | -1% | 9% | -6% | ? | -0.1% | -14%[46.1 µM]
O=C(Nc1ccc(Cl)cc1)N(Cc1cccnc1)Cc1ccco1 | 30%[38.3 µM] | 3% | -10% | 3% | 5% | 0.0% | 6%[46.1 µM]
C=CCNC(=O)CN(c1ccc(F)c(Cl)c1)S(C)(=O)=O | 23%[38.3 µM] | -1% | -13% | 5% | -4% | -0.2% | -5%[46.1 µM]
COCC(=O)N(Cc1cc2ccc(C)c(C)c2n2nnnc12)C1CCCC1 | -1% | 2% | -2% | 1% | 21%[46 µM] | -1.1% | 3%
Cc1ccc(C)c(NS(=O)(=O)c2ccc3[nH]c(=O)[nH]c3c2)c1 | / | 10% | 3% | / | / | 0.1% | 1%
Cc1ccc2nc(Nc3nc(C)cc(-c4ccccc4)n3)[nH]c(=O)c2c1 | / | 5% | -22% | / | / | 3.1% | -7%
O=C(NC(c1ccc(Cl)cc1)c1c(O)ccc2ccccc12)c1ccccc1 (configuration not stated) | -2% | -20% | 2% | -1% | ? | 0.0% | ?
CCN(CC)CCCC(C)n1c(-c2ccccc2)nc2c(NC3CCCCC3)nc(C)nc21 (configuration not stated) | 9% | 7% | 1% | -1% | / | -0.5% | /
COC(=O)c1sc(S(=O)(=O)NCc2ccccc2)c(C(=O)OC)c1C | -12%[38.3 µM] | 3% | -5% | 3% | 6% | -1.8% | ?
O=C1OC(/C(=C\Nc2ccc(F)cc2F)[N+](=O)[O-])c2ccccc21 (configuration not stated) | -5% | -12% | -1% | 0% | / | ? | -19%

3 of the entries above in order of their number in CBFb-RUNX1 inh, highest first:
canonical_smiles | CBFb-RUNX1 inh | GLA spleen mod | NPSR antag
CCCOc1ncnc2c1[nH]c1ccccc12 | 5% | 3% | -11%[46.1 µM]
COC(=O)c1sc(S(=O)(=O)NCc2ccccc2)c(C(=O)OC)c1C | 3% | -5% | ?
COCC(=O)N(Cc1cc2ccc(C)c(C)c2n2nnnc12)C1CCCC1 | 2% | -2% | 3%

Source: PubChem
